High-throughput results (PubChem BioAssay)
PL synth Enamine = blocks phospholipid synthesis in CHO cells, Enamine compounds | ZR-82 CHO cells, pyrene fatty acid UV survival, CellTiter Blue; peroxisome-deficient CHO-K1 mutant line; plus DGAT-1, DGAT-2 and ACAT inhibitors | calls only at 10 µM | 0.4% of 20,000 active | AID 1347385;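 active = cell survival signal 2 SD away from solvent-only control wells, confirmed on one or two retests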;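 also: 3 h compound exposure then viability read about one day after UV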
Calls only; i = inactive; + = active, no number. Some of the compounds tested. The share of hits here may be higher or lower than overall.

molecule,PL synth Enamine
OC(CNCC1COc2ccccc2O1)COc1ccc2ccccc2c1 (stereo not given),i
O=C(N1CCN(c2ccccc2)CC1)N1c2ccccc2Sc2ccccc21,i
Cc1ccc(/C=N/n2cnc3sc(C)c(C)c3c2=O)o1,i
CC(C)NC(=O)NC(=O)COC(=O)C1(C)CC1(Cl)Cl (stereo not given),i
Cc1nc(=O)[nH]c(C)c1CC(=O)O,i
Cc1csc2nc(CSc3nnc(-c4ccco4)n3C3CCCCC3)cc(=O)n12,i
Cn1/c(=N/N=C/c2cccc(OCc3ccccc3)c2)sc2ccccc21,i
CC(Sc1nnc(-c2cccs2)n1C1CC1)C(=O)N1CCNC1=O (stereo not given),i

Molecules from the list above that contain a thiophene ring, fused or not:
molecule,PL synth Enamine
Cc1ccc(/C=N/n2cnc3sc(C)c(C)c3c2=O)o1,i
CC(Sc1nnc(-c2cccs2)n1C1CC1)C(=O)N1CCNC1=O (stereo not given),i

More compounds.
molecule,PL synth Enamine
CSCCC(NC(=O)c1ccco1)C(=O)NCC(F)(F)F (stereo not given),i
O=C(CSCc1cc(=O)n2ccsc2n1)N(C1CCCCC1)C1CCCCC1,i
CC(C)CN(C(=O)CSc1nnc(-c2ccco2)o1)c1c(N)n(CC(C)C)c(=O)[nH]c1=O,i
C=CCc1cc([N+](=O)[O-])ccc1O,i
C=CCSc1nc(N)c2c(C)c(C)sc2n1,i
C=Cn1ccnc1P(=S)(c1ccc(N(c2ccccc2)c2ccccc2)cc1)c1nccn1C=C,i
Cc1ccc(-c2cc(C(F)(F)F)c3c(N)nc(N)nc3n2)cc1,i
CN(C)c1ccc(N=Nc2ccccc2Br)cc1,+

(cont.)
molecule,PL synth Enamine
NC(=O)NCCCCC(=O)O,i
CC(C)(C)C(=O)COC(=O)/C=C/c1ccco1,i
Cc1ccc(-c2c(C)n([O-])c3c([n+]2=O)CCC3)cc1,i
Cc1nc(Nc2ccc3nc(C)sc3c2)c2c3c(sc2n1)CCC3,i
Nc1nnc(-c2cccnc2)s1,i
CN(C)C(CO)C(O)c1ccc([N+](=O)[O-])cc1 (stereo not given),i
FC(F)(F)c1nnc2n1N=C(c1cccc3ccccc13)CS2,i
Cc1cc(C(=O)CSc2nnc(C3CC3)n2C2CC2)c(C)n1Cc1cccs1,i

Carrying on.
molecule,PL synth Enamine
CNC(=S)N/N=C/C1=CCC2CC1C2(C)C (stereo not given),i
CC1(C)NC(=O)N(CCC(=O)O)C1=O,i
Cc1ccc[n+](-c2nc3ccccc3nc2[N-]S(=O)(=O)c2ccccc2)c1,i
CSC(=NS(=O)(=O)c1cccs1)Nc1ccc(N2CCOCC2)cc1,i
COc1ccc(C2C=C(c3ccc(Cl)cc3)Nc3ncnn32)cc1 (stereo not given),i
S=c1[nH]nc(-c2ccc(Cl)cc2)n1/N=C/C(Br)=C/c1ccccc1,i
CC(C)(C)OC(=O)N1CCCC1C(=O)Oc1cc2oc(=O)c3c(c2cc1Cl)CCC3 (stereo not given),i
O=C(Cn1nnc(-c2cccs2)n1)NC(=O)NCCC1=CCCCC1,i

Remaining list, next part:
molecule,PL synth Enamine
O=S1(=O)c2cccc3cccc(c23)N1CCCC(c1ccc(F)cc1)c1ccc(F)cc1,i
Cc1[nH]c2ccccc2c1-c1nc(-c2ccccn2)sc1C,i
CC1=CN2CCS(=O)(=O)N=C2C=C1,i
C=CCn1c(SCc2nnc(-c3ccccc3)o2)nnc1C1COc2ccccc2O1 (stereo not given),i
Cc1cc(-n2c(C)cc(C(=O)CSc3nnc(-c4ccco4)n3C)c2C)no1,i
O=P1(N2CCCC2)C=C(c2ccccc2)SC(c2ccccc2)=C1,i
CCCCCCn1c(-c2cccs2)n[nH]c1=S,i
COc1ccc(NS(=O)(=O)c2cc(NC(=S)NC3CC4CCC3C4)ccc2N2CCCC2)cc1 (stereo not given),i

(listing goes on)
molecule,PL synth Enamine
S=c1oc(-c2ccncc2)nn1CN1CCOCC1,i
CCCn1c(C)ccc1C,i
Cc1cc2c(cc1C)N(Cc1ccc(C(C)(C)C)cc1)C1=NCCCN12,i
Cc1cc(C(=O)CN2C(=O)C(=O)N(CCc3cccs3)C2=O)c(C)n1CC(F)(F)F,i
CCOCCCNc1n[nH]c(=S)s1,i
Cc1cc(N)n(-c2ncnc3sc4c(c23)CCCCC4)n1,i
CN=c1scc(-c2ccc(C)c(C)c2)n1/N=C/c1ccccc1I,i
Cn1cccc1C(=O)NC(=O)CSc1nnc(Cc2cccs2)n1C,i

In the list so far, these have a COOH group.
molecule,PL synth Enamine
Cc1nc(=O)[nH]c(C)c1CC(=O)O,i
NC(=O)NCCCCC(=O)O,i
CC1(C)NC(=O)N(CCC(=O)O)C1=O,i

Next records follow.
molecule,PL synth Enamine
Cc1nc(SC(C)C(=O)NC(N)=O)c2c(C)c(C)sc2n1 (stereo not given),i
NS(=O)(=O)c1ccc(N2CCCC2)nc1,i
c1ccc(-c2nn(-c3ccccc3)cc2C2Nc3ccccc3-c3nc4ccccc4n32)cc1 (stereo not given),i
CCC(NC(N)=O)C(=O)OCc1cc(=O)n2c3c(sc2n1)CCCC3 (stereo not given),i
O=C(COC(=O)c1cc2c(s1)CCC2)NC(=O)NC1CCCC1,i
Cc1ccc(-n2nnn(C(F)F)c2=S)c(C)c1,i
O=c1cc(CO)oc(C(c2ccc3c(c2)OCO3)c2oc(CO)cc(=O)c2O)c1O,i
O=[N+]([O-])c1cc(Cl)cc(/C=N/Nc2ncc(C(F)(F)F)cc2Cl)c1O,i

(next part)
SMILES	PL synth Enamine
c1ccc(Oc2ccc(-c3nn4c(-c5ccccc5)nnc4s3)cc2)cc1	i
CCOC(=O)c1c(C)[nH]c(C(=O)OCC(=O)NC(C)(C)C)c1C	i
O=C(O)CCN1C(=O)NC2(CCCC2)C1=O	i
Cc1cc(C)c(C)c(S(=O)(=O)Oc2cccc3c2OC(C)(C)C3)c1C	i
Cc1ccc(-c2nnc3n2N=C(c2ccc(Cl)cc2Cl)CS3)cc1	i
CC(Oc1ccc(F)cc1)c1n[nH]c(=S)o1 (stereo not given)	i
C1CCC(Nc2nc(CN3CCOCC3)nc3sc4c(c23)CCCC4)CC1	i
Oc1c(C=Nc2cc(Cl)ccc2Cl)sc2ccccc12	i
CCC(CC)=Nn1c(-c2ccc([N+](=O)[O-])cc2)csc1=Nc1ccc(C)c(C)c1	i
Oc1c(Br)cc2oc3c(c2c1C=NCc1ccncc1)CCCC3	i
Cc1nc(N2CCCCC2)c2c3c(sc2n1)CCC3	i
c1csc(-c2nc(CSc3nnnn3C3CC3)cs2)c1	i
Fc1ccc(-c2nnc3n2N=C2CCCCC2S3)cc1 (stereo not given)	i
O=C1/C(=C/c2ccco2)SC(=S)N1CC1CCCO1 (stereo not given)	i
CC1(C)Cc2ccccc2C(c2nc3n(c2O)C(C)(C)Cc2ccccc2-3)=N1	i
O=C(C[N+]12CC[N+](CC(=O)c3ccc(F)cc3)(CC1)CC2)c1ccc(F)cc1	i
CC1CCc2sc(-c3nnc(SCc4cscn4)o3)cc2C1 (stereo not given)	i
c1cnc(N2CCN(Cc3csc(-c4cccs4)n3)CC2)nc1	i
COc1ccc(N=c2scc(-c3cc4ccccc4o3)n2CC2CCCO2)cc1 (stereo not given)	i
Brc1ccccc1C=Nc1ccc2oc3ccccc3c2c1	i
CCOC(=O)c1c(N=Cc2c(O)n(CCOC)c(=S)[nH]c2=O)sc(C(=O)OC)c1CC(=O)OC	i
CS(=O)(=O)Nc1cc(Cl)c(O)c(Br)c1	i
O=S(=O)(Nc1cc(S(=O)(=O)N2CCCCC2)ccc1O)c1ccc2c(c1)CCCC2	i
O=c1[nH]c(=S)[nH]nc1-c1ccc(F)c(F)c1	i
c1ccc2c(c1)CCCN2Cc1nnc2n1CCCCC2	i

Carrying on.
SMILES	PL synth Enamine
CN=c1scc(-c2cc(OC)ccc2OC)n1/N=C/c1ccc(O)cc1	i
COc1ccc(OCCn2nnc(-c3ccc(OC)c(OC)c3)n2)cc1	i
COc1ccc(OC)c(C2Nc3ccccc3-c3nc4ccccc4n32)c1 (stereo not given)	i
COCn1ccnc1P(=O)(O)c1ccccc1	i
O=S(=O)(Nc1ccc(S(=O)(=O)Nc2ncccn2)cc1)c1ccccc1	i
NC(=S)c1ccccn1	i
Oc1ccc2ccccc2c1C=Nc1nc2c(s1)CCCC2	i
Cc1nn(C)c(C)c1N=Cc1c(O)[nH]c(=O)[nH]c1=O	i
O=C1C(NS(=O)(=O)c2ccc([N+](=O)[O-])cc2)=C(n2cnc3ccccc32)C(=O)c2ccccc21	i
C=CCOc1ccc(/C=N/N2CCOCC2)cc1OC	i
c1cc2c(cc1C1=NNC(=NC3CCCCC3)SC1)OCCCO2	i
CCn1c(SCC(=O)c2cc(C)n(-c3cc(C)on3)c2C)nnc1-c1ccco1	i
COCCOC(=O)c1sc(C)c(C(=O)OC)c1N	i
Nc1c(S(=O)(=O)c2ccccc2)c2nc3ccccc3nc2n1Cc1ccc(S(N)(=O)=O)cc1	i
C=CCN=c1scc(-c2ccc(OC(F)F)cc2)n1N=C1CCCCCCC1	i
O=P1(NCC(c2ccc(F)cc2)N2CCOCC2)C=C(c2ccccc2)OC(c2ccccc2)=C1 (stereo not given)	i
Nc1c(Cl)cc(C23CC4CC(CC(C4)C2)C3)cc1Cl	i
CC(=O)NCc1ccc(-c2csc(NC(=O)c3cc(C)on3)n2)s1	i
CCCCn1c(N)c(N(CCOC)C(=O)COC(=O)c2c(C)cc(=O)oc2C)c(=O)[nH]c1=O	i
CCc1cc2c(=O)n(CC)c(SCC(=O)c3cc(C)n(-c4cc(C)on4)c3C)nc2s1	i
O=C(/C=C/c1ccc(Br)o1)OCc1cc(=O)oc2cc3c(cc12)CCC3	i
CSc1cccc(NS(=O)(=O)c2ccccc2F)c1	i
COc1ccc(-n2c3nc4ccccc4nc3c3c(=N)oc(C)nc32)cc1	i
O=[N+]([O-])c1ccc(-c2cnc[nH]2)cc1	i
Cn1c(=O)c(Cl)c2c3c(c(Br)ccc31)C(=O)c1ccccc1-2	i

A draw from above in order of molecular weight, ascending:
SMILES	PL synth Enamine
Cc1nn(C)c(C)c1N=Cc1c(O)[nH]c(=O)[nH]c1=O	i
COc1ccc(OCCn2nnc(-c3ccc(OC)c(OC)c3)n2)cc1	i
COc1ccc(-n2c3nc4ccccc4nc3c3c(=N)oc(C)nc32)cc1	i

Next compounds.
SMILES	PL synth Enamine
C(=N\Nc1nc2ccccc2[nH]1)/C(=N/Nc1nc2ccccc2[nH]1)c1ccccc1	i
Cn1cccc1P(=NC(=S)N1CCOCC1)(c1ccccc1)c1ccccc1	i
COc1ccc(-n2cn[nH]c2=S)cc1	i
COc1ccc(C2=N/C(=C\c3ccc4c(c3)OCO4)C(=O)O2)cc1OC	i
Cn1cccc1C(=O)OCc1cc(-c2ccco2)on1	i
O=C(O)CSCc1nc2sc3c(c2c(=O)[nH]1)CCC3	i
CC(C)NC(=O)C[N+]12CC[N+](CC(=O)NC(C)C)(CC1)CC2	i
Cc1nn(-c2ccccc2)c2c1P(=S)(N1CCCCC1)/C(=C1/N(C)c3ccccc3C1(C)C)C=N2 (stereo not given)	i
CCN(CC)P(=O)(c1nc2ccccc2n1CC)N(CC)CC	i
O=[N+]([O-])c1ccc2c(c1)C=C1CCCCC1(N1CCOCC1)O2 (stereo not given)	i
CN(C)c1cc[n+](C2c3ccccc3-c3ccccc32)cc1	i
O=S(=O)(c1ccc(S(=O)(=O)N2CCCC2c2ccc3c(c2)OCCO3)cc1)N1CCOCC1 (stereo not given)	i
Cn1cnnc1SCC(=O)C(C)(C)C	i
Cc1cc(C)n2nc(-c3nc4nc(C)cc(C)n4n3)nc2n1	i
O=[N+]([O-])c1cccnc1NC12CC3CC(CC(C3)C1)C2	i
CC1=C(c2ccccc2)N2CCS(=O)(=O)N=C2S1	i
O=C(O)CSC1CC(=O)N(c2cc(Cl)c(Cl)cc2Cl)C1=O (stereo not given)	i
Cc1occc(=O)c1OS(=O)(=O)c1ccccc1	i
O=c1cc(CN(Cc2cc(=O)n3cc(Br)ccc3n2)C2CCCc3ccccc32)nc2ccc(Br)cn12 (stereo not given)	i
O=C1C=CC(=NC2=C(Cl)C(=O)c3ccccc3C2=O)C=C1	i
FC(F)Sc1nc2ccccc2[nH]1	i
CC(C)(C)P(=NC(=S)NNc1ncc(C(F)(F)F)cc1Cl)(N1CCCCCC1)N1CCCCCC1	i
Oc1ccc(C23CC4CC(CC(C4)C2)C3)cc1	i
NC(=O)c1c(NC(=O)C2CCC2)sc2c1CCCC2	i
CC1(C)CC(NC(=S)Nc2ccc(SC(F)F)cc2)CC(C)(C)N1	i

More records follow.
SMILES	PL synth Enamine
O=C1N2c3ccccc3Sc3cccc(c32)C1(O)C(F)(F)F (stereo not given)	i
O=C(CN1C(=O)C(=O)N(C2CCCC2)C1=O)c1cccs1	i
CC(C)Cn1[nH]c(CC(=O)O)cc1=O	i
Cc1c(C)c(C)c(S(=O)(=O)NCC(C)(C)CN(C)C)c(C)c1C	i
O=S(=O)(Nc1nc2ccc(Cl)cc2s1)c1cccs1	i
O=S(=O)(c1cccs1)N1CCCC1c1ccc2c(c1)OCCCO2 (stereo not given)	i
O=C(O)CCN(CCC(=O)O)c1nncs1	i
CC(C)CC(NC(N)=O)C(=O)O (stereo not given)	i
Fc1ccc(-c2nc(=S)c3c(n2C2CCCCC2)CCCC3)cc1	i
CC1N(C)c2ccc(/C=C/c3cc[n+](C)cc3)cc2C1(C)C (stereo not given)	i

Given as labelled records: 4 of the compounds above
> Cc1c(C)c(C)c(S(=O)(=O)NCC(C)(C)CN(C)C)c(C)c1C
  PL synth Enamine = i

> O=S(=O)(Nc1nc2ccc(Cl)cc2s1)c1cccs1
  PL synth Enamine = i

> O=S(=O)(c1cccs1)N1CCCC1c1ccc2c(c1)OCCCO2 (stereo not given)
  PL synth Enamine = i

> O=C(O)CCN(CCC(=O)O)c1nncs1
  PL synth Enamine = i
